Bioassay records (PubChem)
MEP2-GFP yeast = alters MEP2-GFP fluorescence in TOR pathway yeast screen; 330,000 tested, 0.51% active; AID 2016; GFP response vs DMSO, % at 10 µM; S. cerevisiae MEP2-GFP strain, flow cytometry GFP, 3 h; 100% = DMSO control level;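 active means GFP response versus DMSO above a set limit, roughly screen mean plus 3 SD, cut at about 180% in these data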;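 further: median GFP fluorescence of the barcode-gated MEP2-GFP cells per well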
GASC-1 inh = inhibitors of human GASC-1 (JMJD2C) demethylase; Q9H3R0; GST-JMJD2C(1-420) H3K9me3 demethylation, DELFIA europium; inhibition, % at 2.35 µM; 330,000 tested, 0.069% active;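 active means more than half of a compound's replicate wells show inhibition beyond 50%, single wells judged on their own value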;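 further: signal counts dimethyl H3K9 product captured on neutravidin plate; 0% = median of DMSO wells and 100% = 0.3 times that DMSO median; strong numbers were not always called active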
procasp7 counter = activates human procaspase-7, counter-screen for procaspase-3 activators | activation, % at 8.5 µM | recombinant procaspase-7, Ac-DEVD-pNA absorbance 405 nm; D23A/D198A/D206A triple mutant, cannot self-cleave; scale: DMSO 0, 5 µM enzyme 100 | 330,000 tested, 0.093% active | AID 463210 | P55210;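 active means percent activation above the screen-wide mean plus 3 SD, cut at about 25% in these data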
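Assay system: Uncleavable procaspase-7 mutant enzyme; Input: 2 µM procaspase-7 mutant as dispensed; Also added: DEVD-pNA substrate; Medium: Zinc-free HEPES pH 7.4 with 300 mM NaCl, 0.01% Triton X-100; Timing: 1 h compound preincubation, 2 h substrate cleavage, 25 °C; Measured by: Epi-absorbance of released pNA at 405 nm, two timepoints.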
LAP4-GFP MLPCN = yeast TOR pathway LAP4-GFP modulation; S. cerevisiae LAP4-GFP multiplex, flow cytometry GFP, 3 h; median GFP as percent of DMSO wells; GFP response vs DMSO, % at 10 µM; 320,000 tested, 0.34% active;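 active means GFP response vs DMSO above a set limit, about the screen mean plus 3 SD, cut at about 150% in these data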
AHR activator = human AHR activation; AHR-responsive luciferase reporter cells, luminescence; activation, % at 5 µM; 320,000 tested, 2.5% active; AID 2796; in the data active means activation above about 47%;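 further: 0% = vehicle wells and 100% = reference agonist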
Target sequence (P35869 whole entry, looked up): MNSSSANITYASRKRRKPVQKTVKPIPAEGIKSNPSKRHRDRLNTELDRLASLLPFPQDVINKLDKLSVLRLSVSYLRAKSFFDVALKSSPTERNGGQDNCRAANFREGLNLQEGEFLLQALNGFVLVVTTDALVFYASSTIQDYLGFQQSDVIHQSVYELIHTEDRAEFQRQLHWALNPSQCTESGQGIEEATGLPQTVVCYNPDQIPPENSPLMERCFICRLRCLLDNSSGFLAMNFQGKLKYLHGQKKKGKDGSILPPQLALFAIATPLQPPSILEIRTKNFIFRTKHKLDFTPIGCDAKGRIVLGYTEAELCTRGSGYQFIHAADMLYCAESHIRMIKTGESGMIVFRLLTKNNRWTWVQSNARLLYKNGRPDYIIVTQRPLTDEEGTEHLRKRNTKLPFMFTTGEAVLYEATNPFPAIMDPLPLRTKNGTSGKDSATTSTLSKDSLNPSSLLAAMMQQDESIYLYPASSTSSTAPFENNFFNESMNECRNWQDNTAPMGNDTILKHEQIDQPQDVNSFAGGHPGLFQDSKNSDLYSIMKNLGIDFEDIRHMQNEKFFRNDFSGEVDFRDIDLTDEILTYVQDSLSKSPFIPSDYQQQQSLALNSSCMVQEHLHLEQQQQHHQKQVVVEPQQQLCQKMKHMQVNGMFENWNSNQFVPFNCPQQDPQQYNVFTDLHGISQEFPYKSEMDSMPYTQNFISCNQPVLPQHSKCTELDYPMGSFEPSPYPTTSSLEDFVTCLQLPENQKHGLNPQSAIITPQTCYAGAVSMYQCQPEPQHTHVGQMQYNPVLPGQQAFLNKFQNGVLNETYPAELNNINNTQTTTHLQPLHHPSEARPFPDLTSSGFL
Yeast superoxide = caloric restriction mimetics inhibiting age-related superoxide in yeast; superoxide response (% of plate mean), % at 10 µM; 330,000 tested, 0.18% active; S. cerevisiae aged cells, superoxide DHE fluorescence; hits give low values;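 active means superoxide response under a set limit, about three screen SD below normal, cut at about 65% in these data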;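 further: yeast aged for seven days with compound at 30 °C before DHE staining; 100% = average MFI of all compound-treated wells on the plate with controls excluded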
proCasp3 act = activators of human procaspase-3; activation, % at 8.5 µM; P42574; 330,000 tested, 0.11% active; recombinant procaspase-3 D3A, Ac-DEVD-pNA absorbance 405 nm;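 active means activation above the mean of all tested compounds plus 3 SD, cut at about 21% in these data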;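 further: 0% = DMSO alone and 100% = DMSO wells spiked with extra 5 µM PC-3 D3A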
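Compound: 8.5 µM single point, 0.8% DMSO / Material: Autoprocessing-dead procaspase-3 D3A mutant enzyme / Timing: 1 h preincubation plus 2 h reaction at 25 °C / Medium: Zinc-free HEPES/NaCl buffer with 0.01% Triton X-100 at pH 7.4 / Technique: 405 nm absorbance of p-nitroaniline, reads at 0 and 120 min / Repeats: one well per compound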
RPL19A-GFP yeast = yeast TOR pathway RPL19A-GFP modulation; 330,000 tested, 0.3% active; percent response vs DMSO, % at 10 µM; S. cerevisiae RPL19A-GFP strain, flow cytometry, 3 h; hits give low values; AID 2025;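 active means percent response vs DMSO below 50%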;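 further: median channel GFP fluorescence of the barcoded RPL19A-GFP strain; ratio of sample median GFP to plate DMSO average so 100% = DMSO; lower means less RPL19A-GFP as with rapamycin TOR inhibition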
* marks the source's active call; other numbers are inactive results; i = inactive.

SMILES	MEP2-GFP yeast	GASC-1 inh	procasp7 counter	LAP4-GFP MLPCN	AHR activator	Yeast superoxide	proCasp3 act	RPL19A-GFP yeast
CC(C)N1C(=O)C2(OCCCO2)c2cc(Br)ccc21	104	-16	1	93	-1	60*	0	103
N#Cc1sc(C(N)=O)c(-c2ccccc2)c1-c1ccccc1	107	-5	0	110	-2	109	4	101
O=C(COC(=O)COc1ccc(Cl)cc1)NCCNC(=O)COC(=O)COc1ccc(Cl)cc1	99	-2	5	98	0	101	5	102
CCSc1ccccc1C(=O)NCCCn1ccnc1	91	7	1	100	16	98	10	108
CCOc1ccc(N=C(/C(C(=O)C(=O)N2CCOCC2)=C(/O)c2ccccc2)c2ccccc2)cc1	105	-4	8	103	0	99	6	98
CCOc1ccc2nc3c(cc2c1)CN(CCOC)C(=NCCOC)S3	96	-18	-22	97	2	103	-23	98
Cc1cc(NC(=O)CCC(=O)N(c2cccc(F)c2)C(C(=O)NC2CCCC2)c2ccccc2)no1 (stereo unspecified)	104	5	2	94	-2	102	0	102
S=C(NCCN1CCOCC1)NC1CCCC1	111	-15	11	105	-2	83	9	111
C/C(CC(=O)Nc1ccc(Cl)c(C(F)(F)F)c1)=N\NC(=O)c1cnccn1	84	2	-6	67	4	100	2	101
COc1ccc(C(=O)NCc2ccc3c(c2)CCO3)cc1	89	-2	7	96	1	101	4	90
Cc1ccc(NC(=O)CCC(=O)N/N=C/c2ccccc2O)cc1	97	6	2	91	5	98	7	99
CCC(Oc1ccccc1F)C(=O)NCCN1CCOCC1 (stereo unspecified)	107	7	0	93	-1	101	12	103
CC(=O)N/C(=N/c1nc(C)cc(C)n1)Nc1cccc(C)c1C	99	-9	1	103	31	94	-1	100
COc1ccccc1C1=NNC(=NCc2ccccc2)SC1	95	-11	-19	98	-3	92	-9	93
COc1ccc(OCCC(=O)Nc2nccs2)cc1	101	6	-5	102	0	98	-1	96
O=C(CCNC(=O)c1ccc(Br)cc1)NCCCc1ccccc1	96	2	6	120	2	109	9	101
CCC(C)[C@@H](CN)NCC1(c2ccccc2)CC1 (stereo partly specified)	99	17	10	95	-2	109	2	95
COc1ccccc1CCc1nnc(CCC(=O)NCC(C)Oc2cccnc2)o1 (stereo unspecified)	103	3	1	97	5	110	16	102
COc1cc(NC(=O)C2CCC(CNc3c(N4CCC(C)CC4)c(=O)c3=O)CC2)cc(OC)c1 (stereo unspecified)	98	3	2	102	-2	108	-5	98
Cc1cnc(NC(=O)CC(C)c2ccccc2)s1 (stereo unspecified)	112	-1	-1	108	3	82	3	106
O=C(CCSc1ccc(Cl)cc1)NC12CC3CC(CC(C3)C1)C2	104	3	-4	95	13	106	2	102
COc1cc2c3c(c1)/C(=C1/SC(=S)NC1=O)C(=O)N3C(C)(C)C=C2C	94	-3	-9	114	-2	99	-5	97
CCc1ccc(Sc2cc(C(=O)NCCN3CCOCC3)c3ccccc3n2)cc1	128	-4	0	109	-1	180	-3	108
CCOc1ccc(N2CC(C(=O)Nc3nnc(SCCOC)s3)CC2=O)cc1 (stereo unspecified)	90	6	1	88	2	109	6	93
O=C(NC(=S)Nc1ccc(Cl)cc1)c1ccccc1	109	8	6	111	15	120	-8	102
CCn1c(-c2ccccc2)c[nH]c1=S	99	8	-13	96	1	97	-10	95
O=C(/C=C/c1ccc(Br)o1)Nc1nnc(C2CC2)s1	104	5	4	109	66*	103	-2	97
Nc1[nH]n(-c2c(Cl)cc(Cl)cc2Cl)c(=O)c1N=Nc1ccc(S(=O)(=O)Nc2ncccn2)cc1	102	5	-1	109	0	100	10	101
CCN(CC)C(=O)c1cc2c(=O)c3cc(F)ccc3oc2nc1C	107	0	11	107	1	100	-1	102
c1csc(-c2nc(N3CCCCC3)no2)c1	107	-25	0	95	11	101	-3	107
CSc1ccc(C(=O)C2CCCN(C(=O)CCc3cnn(C)c3)C2)cc1 (stereo unspecified)	103	-11	-3	82	1	106	2	97
CCCCN1C(Nc2ccccc2)=NC[C@@H]1C	101	-5	-4	96	2	107	-3	102
O=C1CSC(=Nc2cccc(C(=O)O)c2)N1	108	1	8	92	-1	94	5	105
CC(C)C(NC(=O)OCc1ccccc1)C(=O)N1CCOCCOCCOCC1 (stereo unspecified)	100	-4	2	101	6	85	-3	97
Nc1nnc(SCn2nnc3ccccc3c2=O)s1	93	5	5	96	0	100	-12	99
CCN(C(=O)CSc1nnc2ccccn12)C1CCS(=O)(=O)C1 (stereo unspecified)	98	i	13	99	2	87	0	98
Cc1ccc2nc(SC(C)C(=O)N3CCCCC3)[nH]c2c1 (stereo unspecified)	87	-7	4	99	43	109	4	87
O=C(O)c1ccc(-c2nnc(-c3ccccc3)o2)cc1	105	-1	-4	116	11	99	-2	105
COc1ccc(S(=O)(=O)NCC2CCCO2)cc1NC(=O)c1ccccc1F (stereo unspecified)	109	-5	0	103	1	108	-2	105
Cc1ccc(NC(=O)C(c2ccccc2)N2CCN(CC(=O)NC3CC3)CC2)cc1 (stereo unspecified)	100	-1	-5	103	2	90	8	100

Shown comma-delimited: 16 of the compounds above
structure,MEP2-GFP yeast,GASC-1 inh,procasp7 counter,LAP4-GFP MLPCN,AHR activator,Yeast superoxide,proCasp3 act,RPL19A-GFP yeast
O=C(CCSc1ccc(Cl)cc1)NC12CC3CC(CC(C3)C1)C2,104,3,-4,95,13,106,2,102
COc1cc2c3c(c1)/C(=C1/SC(=S)NC1=O)C(=O)N3C(C)(C)C=C2C,94,-3,-9,114,-2,99,-5,97
CCc1ccc(Sc2cc(C(=O)NCCN3CCOCC3)c3ccccc3n2)cc1,128,-4,0,109,-1,180,-3,108
CCOc1ccc(N2CC(C(=O)Nc3nnc(SCCOC)s3)CC2=O)cc1 (stereo unspecified),90,6,1,88,2,109,6,93
O=C(NC(=S)Nc1ccc(Cl)cc1)c1ccccc1,109,8,6,111,15,120,-8,102
CCn1c(-c2ccccc2)c[nH]c1=S,99,8,-13,96,1,97,-10,95
O=C(/C=C/c1ccc(Br)o1)Nc1nnc(C2CC2)s1,104,5,4,109,66*,103,-2,97
Nc1[nH]n(-c2c(Cl)cc(Cl)cc2Cl)c(=O)c1N=Nc1ccc(S(=O)(=O)Nc2ncccn2)cc1,102,5,-1,109,0,100,10,101
CCN(CC)C(=O)c1cc2c(=O)c3cc(F)ccc3oc2nc1C,107,0,11,107,1,100,-1,102
c1csc(-c2nc(N3CCCCC3)no2)c1,107,-25,0,95,11,101,-3,107
CSc1ccc(C(=O)C2CCCN(C(=O)CCc3cnn(C)c3)C2)cc1 (stereo unspecified),103,-11,-3,82,1,106,2,97
CCCCN1C(Nc2ccccc2)=NC[C@@H]1C,101,-5,-4,96,2,107,-3,102
O=C1CSC(=Nc2cccc(C(=O)O)c2)N1,108,1,8,92,-1,94,5,105
CC(C)C(NC(=O)OCc1ccccc1)C(=O)N1CCOCCOCCOCC1 (stereo unspecified),100,-4,2,101,6,85,-3,97
Nc1nnc(SCn2nnc3ccccc3c2=O)s1,93,5,5,96,0,100,-12,99
CCN(C(=O)CSc1nnc2ccccn12)C1CCS(=O)(=O)C1 (stereo unspecified),98,i,13,99,2,87,0,98

(continued)
SMILES	MEP2-GFP yeast	GASC-1 inh	procasp7 counter	LAP4-GFP MLPCN	AHR activator	Yeast superoxide	proCasp3 act	RPL19A-GFP yeast
NC(=S)n1[nH]c(-c2ccccc2)c(N=Nc2ccccc2C(=O)N2CCOCC2)c1=O	100	-118	4	100	26	113	-5	94
CCOc1nc(CC(C)C)c2c(c1C#N)CC(C)(C)OC2	98	3	-1	96	-1	103	8	91
CN(C(=O)CSc1nc2cc([N+](=O)[O-])ccc2n1-c1ccc(F)cc1)C1CCS(=O)(=O)C1 (stereo unspecified)	102	-3	-5	86	-1	104	6	103
CCN(CC(=O)Nc1ccc2c(c1)OCCO2)C(=O)c1ccccc1Br	87	-5	2	91	5	90	0	92
CC1(C)CC(C(CC(=O)N2CCCC2)Cc2ccccc2)CCO1 (stereo unspecified)	100	-1	4	99	1	99	-9	103
O=C(Nc1ccccc1F)c1ccc(Cn2cc(Cl)cn2)cc1	102	-5	5	97	1	88	-3	84
COc1ccc(N(CC(=O)NCc2ccc3c(c2)OCO3)C(=O)c2csnn2)cc1	103	4	-4	100	1	101	5	101
CCC(NC(=O)c1cc(COc2cncc(Cl)c2)on1)c1ccncc1 (stereo unspecified)	106	5	7	106	20	99	3	99
COc1ccc(C(=O)Nc2ccccc2C(=O)Nc2cccc(C)n2)cc1	100	13	2	100	25	100	10	98
CCn1c(=O)cc(SCC(=O)N2CCCCC2)c2ccccc21	108	-5	-8	103	26	120	9	106
CCCN(CCC)CCCNC(=O)C1CCC(CNS(=O)(=O)c2cccc3nsnc23)CC1 (stereo unspecified)	111	7	-5	102	-1	96	4	107
Nc1nnc(SCC(=O)NNC(=O)c2ccc(F)cc2)s1	101	5	-5	100	-1	94	-3	102
CC(C)Oc1ccc(C(=O)Nc2nnc(SCC(=O)N3CCOCC3)s2)cc1	98	6	8	91	-1	94	-5	101
Cc1[nH]c(=O)c(C#N)cc1-c1csc(-c2ccccc2)n1	111	0	-2	94	2	93	3	100
Cc1ccc2c(c1)-n1c(nc3cc(Cl)ccc3c1=O)C(CC(C)C)NC2=O (stereo unspecified)	97	1	-3	84	1	95	5	91
O=C(c1c(Cl)cccc1Cl)N1CCN(c2ncccn2)CC1	105	3	5	107	0	97	2	103
O=C(NC(N1CCOCC1)C(Cl)(Cl)Cl)c1ccc(Br)cc1 (stereo unspecified)	95	5	11	87	0	119	-1	98

Random excerpt: two records from the list.
SMILES	MEP2-GFP yeast	GASC-1 inh	procasp7 counter	LAP4-GFP MLPCN	AHR activator	Yeast superoxide	proCasp3 act	RPL19A-GFP yeast
CCC(NC(=O)c1cc(COc2cncc(Cl)c2)on1)c1ccncc1 (stereo unspecified)	106	5	7	106	20	99	3	99
Cc1ccc2c(c1)-n1c(nc3cc(Cl)ccc3c1=O)C(CC(C)C)NC2=O (stereo unspecified)	97	1	-3	84	1	95	5	91
